ASAP1 inh = inhibitors of human ASAP1 ArfGAP activity, primary screen, biochemical, fluorescence polarization. AID 624377, 2012. hit rate 0.19% among 360,000. ASAP1-stimulated ARF1 GTP hydrolysis, GDP FP detection. inhibition, % at 16.5 µM; in the data active = inhibition above about 25%;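 also: 0% = vehicle with enzyme and substrate and 100% = no enzyme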
ARFGAP1 inhibitor = inhibitors of rat ARFGAP1 GAP activity, primary screen, biochemical, fluorescence polarization, GDP tracer. ADP-ribosylation factor GTPase-activating protein 1 (Rattus norvegicus), Q62848. Arfgap1-stimulated ARF1 GTP hydrolysis, GDP FP detection. inhibition, % at 16.5 µM. AID 651572, 2012. hit rate 0.26% among 360,000;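 active = inhibition above a per-plate limit, mean inhibition of low control wells plus 3 SD, cut at about 25% in these data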;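 also: 0% = DMSO wells with enzyme and 100% = wells lacking Arfgap1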
Target sequence (Q62848 1-136 limits assumed): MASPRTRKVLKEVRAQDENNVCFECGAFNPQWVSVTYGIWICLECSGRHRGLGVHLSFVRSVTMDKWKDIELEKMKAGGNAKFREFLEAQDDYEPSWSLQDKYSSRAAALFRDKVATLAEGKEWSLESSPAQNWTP
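System: truncated rat Arfgap1 GAP domain / Benchmarks: high control wells lacking Arfgap1, low control full reaction with DMSO / Times: compound-enzyme preincubation 20 min, reaction 120 min, detection 60 min, 25 °C / Repeats: one replicate per compound / Also added: human ARF1(Δ1-17)-GTP substrate / Measured by: Tracer-displacement fluorescence polarization with EDTA stop, 620/688 nm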
proKLK7 act = proKLK7 zymogen activators, primary screen, biochemical, fluorescence intensity; Kallikrein-7 (Homo sapiens), P49862; purified proKLK7, EDANS-DABCYL substrate fluorescence; 100% is mature enzyme control, 0% vehicle; activation, % at 7 µM; hit rate 0.9% among 370,000;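 active = activation above the mean of all tested compounds plus 3 SD, computed per campaign excluding outliers beyond control limits, cut at about 13% in these data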
Target sequence (P49862 whole entry, looked up): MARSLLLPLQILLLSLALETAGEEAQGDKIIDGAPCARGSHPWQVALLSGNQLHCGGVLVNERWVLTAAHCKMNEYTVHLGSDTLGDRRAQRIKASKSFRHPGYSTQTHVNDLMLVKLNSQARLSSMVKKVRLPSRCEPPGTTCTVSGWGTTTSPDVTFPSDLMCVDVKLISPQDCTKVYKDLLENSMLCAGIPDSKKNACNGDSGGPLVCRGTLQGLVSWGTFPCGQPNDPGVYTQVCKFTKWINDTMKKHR
ADAM10 inh = human ADAM10 inhibitors, primary screen, biochemical, QFRET, HTS; Disintegrin and metalloproteinase domain-containing protein 10 (Homo sapiens), O14672; recombinant ADAM10, EDANS/DABCYL FRET peptide cleavage, 3 h; inhibition, % at 7 µM; hit rate 0.62% among 370,000; AID 720582, 2013;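 active = inhibition above a per-campaign cutoff equal to the mean of compounds falling between control-based bounds plus 3 SD, cut at about 20% in these data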;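 also: 0% = DMSO wells while the 100% control is not disclosed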
Target sequence (O14672 214-748 limits assumed): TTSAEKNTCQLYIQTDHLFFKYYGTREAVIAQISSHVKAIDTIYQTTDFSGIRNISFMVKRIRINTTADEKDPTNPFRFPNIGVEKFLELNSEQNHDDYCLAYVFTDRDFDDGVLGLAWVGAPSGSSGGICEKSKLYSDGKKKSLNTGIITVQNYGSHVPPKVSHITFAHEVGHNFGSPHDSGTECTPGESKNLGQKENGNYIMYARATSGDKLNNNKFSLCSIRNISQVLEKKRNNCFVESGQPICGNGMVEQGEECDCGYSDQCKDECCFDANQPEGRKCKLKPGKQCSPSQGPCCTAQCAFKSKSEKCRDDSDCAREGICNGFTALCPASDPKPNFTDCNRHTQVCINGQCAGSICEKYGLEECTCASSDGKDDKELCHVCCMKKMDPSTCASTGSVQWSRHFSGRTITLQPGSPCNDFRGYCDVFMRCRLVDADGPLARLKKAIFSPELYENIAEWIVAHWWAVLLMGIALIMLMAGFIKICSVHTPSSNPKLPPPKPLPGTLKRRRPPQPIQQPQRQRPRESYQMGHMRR
GC-A act = GC-A stimulated cGMP production enhancers – HEK293 GC-A cells, cGMP TR-FRET, EC30 ANP, primary screen; Atrial natriuretic peptide receptor 1 (Homo sapiens), P16066; 0% at EC30 ANP, 100% saturating ANP; activation, % at 10 µM; hit rate 0.14% among 370,000; in the data active = activation above about 40%
DDE Tn6 FP inh = inhibitors of Tn6 peptide binding to fibrin DD(E), primary screen, biochemical, fluorescence polarization, human fibrin, Tn6 probe. Fibrinogen beta chain (Homo sapiens), P02675. Fibrin DD(E) TRITC-Tn6 fluorescence polarization displacement. inhibition, % at 8.3 µM. hit rate 0.21% among 370,000. AID 720509, 2013;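 active = inhibition above a per-campaign cutoff: mean of compounds within control limits plus 3 SD, cut at about 15% in these data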;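 also: 0% = median of all compound wells on the plate and 100% = blocking peptide control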
sPLA2-III inh = human group III sPLA2 inhibitors, primary screen, biochemical, QFRET, BODIPY PC-A2 liposome substrate; Group 3 secretory phospholipase A2 (Homo sapiens), Q9NZ20; QFRET BODIPY PC-A2 liposome hydrolysis, fluorescence; inhibition, % at 12.2 µM; hit rate 0.56% among 370,000; AID 743126, 2013;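 active = inhibition above mean plus 3 SD of compounds lying within the high and low control bounds, cut at about 19% in these data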;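 also: 0% = median of test compound wells and 100% = no enzyme DMSO wells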
GC-B act = human GC-B receptor activators, primary screen, HEK293 GC-B cells, cGMP TR-FRET, EC30 CNP | hit rate 0.11% among 370,000 | activation, % at 10 µM | 0% at EC30 CNP, 100% saturating CNP;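 active = activation at 10 µM reaching about 35% in either raw or pattern-adjusted values, limit read from the data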
FXN GAA850 act = FXN promoter activators, primary screen, cell-based, luciferase luminescence, HEK293 lucGAA850; HEK293 lucGAA850 FXN promoter luciferase reporter, 24 h; percent of 10 µM SAHA response; activation, % at 6 µM; hit rate 0.56% among 360,000;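 active = activation above the average of all compounds screened plus 3 SD, cutoff fixed separately per campaign, cut at about 7.5% in these data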;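 also: 0% = DMSO wells and 100% = 10 µM SAHA wells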
rCAG RNA binder = binders of r(CAG) RNA repeats, primary screen, biochemical, fluorescence | r(CAG) RNA repeat, TO-PRO-1 dye displacement fluorescence | inhibition, % at 3 µM | hit rate 1.3% among 370,000 | AID 651821, 2012;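 active = inhibition above the plate cutoff, the mean of all test compounds on that plate plus 3 SD, cut at about 35% in these data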;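 also: 0% = DMSO alone and 100% = 100 µM mitoxantrone as full dye displacement; higher means more dye released from RNA so lower well fluorescence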
* = called active by the depositor; . = not tested or not shown.

Compound,ADAM10 inh,ASAP1 inh,FXN GAA850 act,GC-B act,GC-A act,sPLA2-III inh,DDE Tn6 FP inh,ARFGAP1 inhibitor,rCAG RNA binder,proKLK7 act
CCOC(=O)CSc1nc2sc(C)c(C)c2c(=O)[nH]1,-4,-9,0.8,4,3,-2,3,-8,-1,0.0
CC(C)c1ccc(NC(=O)CSc2nc3ncccc3[nH]2)cc1,-2,-13,1.7,1,-2,-26,9,13,3,0.1
N#Cc1c(-c2ccco2)ccn(Cc2cccc(F)c2)c1=O,-292,3,2.6,4,-3,0,9,-1,0,1.3
Cn1c(=O)c2[nH]cnc2n(-c2ccccc2)c1=O,-11,0,-0.5,8,-2,1,-10,-7,-1,0.0
CN1C(=S)N(c2cccnc2)C(=O)/C1=C\c1ccc(C(C)(C)C)cc1,0,-20,2.2,5,3,0,7,-8,8,-0.2
COc1cc(CC(=O)OCC(=O)Nc2ncc(Cl)cc2Cl)cc(OC)c1OC,-6,-10,-0.5,-1,-6,-1,2,-1,1,0.7
CC(O)(c1cccnc1)c1nc(-c2cccc(F)c2)cs1 (stereo not given),-2,-1,4.0,-2,6,-3,-3,2,0,0.1
COC(=O)c1cc(OC)nc2ccc(Br)cc12,-1,-12,0.5,3,5,-4,-1,-14,0,0.1
Cc1cc2nc(C)n3c4ccccc4nc3n2n1,12,-2,-1.1,0,0,15,1,-4,9,-0.2
CCOC(=O)c1c(NC(C)=O)sc2c(OC)cccc12,-12,-2,2.7,-11,-8,-7,6,-2,1,-0.1
CC(C)CN(CC(C)C)C(=O)c1cc(S(=O)(=O)N2CCCCC2)c[nH]1,8,3,-1.9,2,0,-3,1,-7,-8,-0.2
Cc1cc(C(F)(F)F)n(-c2ccc(N)cc2)n1,1,-8,1.6,8,4,4,0,2,-1,0.6
Cc1ccccc1CN1C(=O)CSCC1(C)C(=O)Nc1ccc2c(c1)OCCO2 (stereo not given),-2,-8,.,-2,-1,-2,-2,4,4,-0.1
CCOc1ccc(OCC)c(S(=O)(=O)NC2CC(C)(C)NC(C)(C)C2)c1,-3,0,1.0,-7,0,3,0,9,-3,-0.4
Cc1cc(=O)n2nc(N3CCCC(C(=O)NC4CCC(C)CC4)C3)sc2n1 (stereo not given),-10,-12,3.9,-3,-2,1,6,-10,-4,-0.2
COC(=O)C(C(=O)OC)c1cc2c(cc1CNS(=O)(=O)c1ccc(C)cc1)OCO2,-11,2,.,-2,-1,1,5,-5,1,0.3
COc1cc(NC(=O)Cc2cccs2)cc(OC)c1,-5,-7,0.7,-2,-11,-7,9,-4,0,0.0
O=C(CC1CCCC1)Nc1cccc(Br)c1,4,-18,1.3,-2,-3,1,1,1,1,1.2
Cc1ccccc1NC(=O)CN1C(=O)c2cccnc2Oc2ccc(Cl)cc21,-3,-5,-1.5,0,-1,-3,2,7,2,-0.1
COc1ccccc1N(C)S(=O)(=O)c1ccc(Cl)c(C(=O)Nc2ccccc2N2CCOCC2)c1,-5,14,2.7,3,-2,9,0,-3,4,-0.8
CCN1CCN(CC(O)COCc2ccccc2)CC1 (stereo not given),-4,-2,-0.1,7,1,6,4,-7,2,-0.2
CCOC(=O)c1cnc2c(OC)cccc2c1NCc1cccnc1,-99,1,-2.6,-2,6,-1,-1,-4,-8,1.5
CN(/N=C/c1cccs1)c1cc(=O)n(C)c(=O)[nH]1,6,-1,-1.8,-1,-1,7,-7,12,3,-0.1
CCCNC(=O)C[C@H]1CC[C@H]2[C@@H](COc3ccc(NC(=O)Nc4ccc(C#N)cc4)cc3C(=O)N2C)O1,-6,.,.,4,4,-22,-9,.,5,0.3
C=CCOc1ccccc1CN(C(=O)CCl)c1ccc2c(c1)OCO2,1,1,-9.0,-6,-23,3,-7,8,2,0.2
CCOC(=O)Cc1csc(NC(=O)c2cc3ccccc3o2)n1,4,5,1.9,4,-3,-6,0,-14,2,-0.5
CCN(CC)C(=O)Cn1cc(S(=O)(=O)CC(=O)Nc2ccc(F)cc2F)c2ccccc21,0,-1,1.3,-1,2,-10,-2,9,-4,-0.6
Cc1csc(NC(=O)CSc2nc3ccccc3c(=O)[nH]2)n1,-4,-1,1.4,-3,0,6,-10,7,2,0.0
O=C(O)c1cc(-c2cccc3ccccc23)nc2ccccc12,-77,-14,1.3,6,-4,6,1,-5,-1,4.7
CCN(CC)Cc1cc(C(C)(C)C)cc(N2CCOCC2)c1O,-16,-9,1.8,0,-4,-4,2,-1,1,-0.2
CC(C)(C)NC(=O)COc1ccc2oc3c(c2c1)CCCC3,0,-5,2.2,-1,2,-7,-2,1,2,0.3
O=C(NCCN1CCCC1)c1ccc(Cl)cc1Cl,4,12,1.8,-4,1,8,-10,14,-3,-0.4
COCCCN(C(=O)c1ccc2ccccc2n1)c1c(N)n(Cc2ccccc2)c(=O)[nH]c1=O,-34,-2,5.0,0,1,6,-4,-11,4,-2.3
COc1ccc(/C=C/C(=O)O)cc1S(=O)(=O)N1CCCc2ccccc21,-10,-6,0.5,-1,3,7,-4,-1,9,-0.1
Cc1ccccc1-n1c(SCC(=O)Nc2ccccc2Cl)nc2n[nH]c(C)c2c1=N,0,4,2.1,2,3,0,3,9,1,-0.3
CC(NC(=O)C(=O)NCCCn1ccnc1)c1ccccc1 (stereo not given),-5,-13,2.0,2,2,-2,2,-2,0,-0.5
COc1ccc(OCCCC(=O)NCCc2ccccc2)cc1,4,-5,-0.8,4,-2,-2,-2,10,-2,0.0
Cc1ccc(C(=O)NNC(=O)C2CSC3(C)CCC(=O)N23)cc1 (stereo not given),-2,-13,-0.3,4,1,2,3,0,3,0.4
O=S(=O)(Nc1ccc(S(=O)(=O)N2CCCC2)cc1)c1ccc(F)cc1,2,-8,1.1,4,-6,-8,-1,7,9,-0.1
Cc1cnn(-c2ccccc2)c1NC(=O)COCc1ccccc1,4,.,.,0,2,-1,-4,.,0,0.3
CCOc1ccc(CN(C)C(=O)CNC(=O)c2ccc3ccccc3c2)cc1OC,-4,-10,1.4,-2,2,0,4,1,-5,0.3
CSc1nnc(C)c(=O)n1COC(=O)c1ccc(S(=O)(=O)N2CCCC2)cc1,5,13,-1.8,3,-2,-9,-1,6,0,0.1
O=c1[nH]c(SCc2ccc(Cl)cc2)nc2c1CCC2,9,1,1.6,-9,-4,-6,0,-2,1,0.5
Nc1[nH]c(C(=O)c2ccccc2)c(-c2ccc(Cl)cc2)c1C(=O)c1c[nH]c2cc(F)ccc12,-4,12,.,-2,-2,2,-3,3,11,-0.2
Cc1ccc(NC(=O)c2c([N+](=O)[O-])c(C(C)(C)C)nn2C)c(C)c1,0,-8,-0.6,4,0,1,-2,5,-5,-1.0
O=C(CSc1nnc(-c2cccnc2)o1)Oc1ccccc1,-6,8,1.0,2,16,4,-12,-2,1,0.1
O=C(CSc1nc(=O)n(CCN2CCOCC2)c2c1CCCC2)Nc1cccc([N+](=O)[O-])c1,-6,1,1.1,-5,3,8,-9,-1,0,0.0
COc1cccc(CC(=O)N2CCC(n3nccc3NC(=O)C3CCOC3)CC2)c1 (stereo not given),0,2,-0.4,0,3,0,4,-1,-1,0.4
COc1ccc(NC(=O)Nc2cc(F)ccc2C)cc1,-5,4,0.5,0,-1,-3,-1,-1,-4,-0.1
COc1ccc(-c2ccc(C(=O)Nc3cc(OC)c(OC)c(OC)c3)c3occc23)c(C)c1,-2,0,-3.9,1,-7,0,11,11,7,0.2
Cc1ccc(OCCCC(=O)Nc2nnc(C3CCCO3)s2)c(C)c1 (stereo not given),4,-14,0.8,0,0,-10,2,1,0,-0.2
CCOC(=O)[C@@H](NC(=O)/C=C/[C@H]1O[C@@H](n2ccc(=O)[nH]c2=O)[C@H](O)[C@@H]1O)C(C)C,-16,8,.,1,4,10,-2,-3,1,-0.1
O=C(O)c1cnn(-c2ccccc2)c1-c1ccncc1,-12,-4,0.1,-2,1,-4,1,7,1,-0.6
CCn1c(=O)cc(C(F)(F)F)[nH]c1=S,-1,-1,-0.9,7,0,3,-1,-8,-2,-0.1
Fc1cccc(NCc2ccoc2)c1,-15,11,1.5,6,5,14,-6,3,9,-0.4
C=C(C)Cn1c(C)cc(C)c(S(=O)(=O)c2ccccc2C)c1=O,5,3,0.5,-9,-3,-5,0,4,-9,0.3
CNC(=S)N(Cc1cccs1)Cc1cc2cc(OC)c(OC)cc2[nH]c1=O,-388,4,2.2,-2,24,2,-2,1,3,0.5
CN(C)c1ccc(C(=S)N2CCCC2)cc1Br,-2,-20,0.7,4,7,8,3,-15,-2,0.1
COc1cccc(CC2(CO)CCCN(CC3=Cc4cc(OC)ccc4OC3)C2)c1 (stereo not given),0,7,0.2,1,-1,-10,-6,7,-4,0.1
CN(C)CCN(C(=O)c1cccs1)c1nc2cc3c(cc2s1)OCCO3,8,-1,2.6,-9,-3,5,5,2,-6,-0.6

New compounds follow:
Compound,ADAM10 inh,ASAP1 inh,FXN GAA850 act,GC-B act,GC-A act,sPLA2-III inh,DDE Tn6 FP inh,ARFGAP1 inhibitor,rCAG RNA binder,proKLK7 act
N#Cc1cccc(Oc2ccc(S(=O)(=O)N3CCCC3)cn2)c1,1,-4,1.5,3,4,3,1,3,-3,0.1
O=C(CCCc1nc2ccccc2s1)Nc1nccs1,2,-2,1.8,-3,-4,-4,-6,-4,4,-0.1
Cc1nc2c3c4c(sc3n3c(SCC(=O)NCc5ccco5)nnc3n2n1)COC(C)(C)C4,3,11,-2.2,-3,2,0,8,5,-3,-0.4
CCO/C(C)=N/n1c2nc3ccccc3nc2c2c(=O)n(C3CCCC3)c(C)nc21,-320,5,-1.0,-3,1,8,2,14,5,2.8
CC(=O)Nc1cccc(C(=O)OCC(=O)NC(=O)NC2CCCC2)c1,-13,-3,0.0,-2,-2,5,1,-9,-2,-0.2
COC(=O)c1ccc(OCCOc2ccccc2)cc1,10,2,3.0,-3,-2,3,6,-7,-3,-0.2
COc1ccccc1C(=O)NC(CCSC)C(=O)NCCCSc1ccccc1 (stereo not given),12,7,0.5,-6,-7,-9,0,3,-3,0.1

Source: PubChem
